Assay outcomes (PubChem)
CatL inh: inhibitors of human cathepsin L; P07711; purified cathepsin L, fluorogenic substrate, fluorescence; inhibition, %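 (tested at 10 µM)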; actives 0.17% (n = 58,000); AID 460; in the data active = inhibition above about 45%;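 also: 0% = enzyme with no compound and 100% = no enzyme blank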
FXIa mix inh: blocks human factor XIa in pooled compound mixtures | inhibition, % at 5 µM | P03951 | actives 0.19% (n = 62,000) | purified FXIa, fluorogenic substrate;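 also: each value is inhibition by a whole ten-compound pool holding the compound; 0% = enzyme with no mixture and 100% = wells lacking enzyme; strong numbers were not always called active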
Hsp90 inh: displaces geldanamycin probe from tumor Hsp90; P07900; NCI-N417 lysate Hsp90, Cy3B-geldanamycin FP displacement; inhibition, % at 30 µM; actives 0.35% (n = 64,000); AID 429;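 active = inhibition above 50%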;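 also: 0% = tracer plus lysate wells and 100% = tracer alone without lysate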
FXIIa mix inh: blocks human factor XIIa in pooled compound mixtures; P00748; purified FXIIa, fluorogenic substrate; inhibition, % at 5 µM; actives 0.2% (n = 62,000); AID 684;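 also: 0% = enzyme without compound and 100% = no enzyme blank; some results filed as inactive read as strong as hits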
5HT1a ag: activates the human 5-HT1a serotonin receptor; actives 0.56% (n = 65,000); CHO 5-HT1a Ga15 NFAT-bla reporter, FRET ratio; 0% basal, 100% maximal reference agonist; activation, % at 10 µM; P08908;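 active = activation above the screen-wide mean activation plus 3 SD, cut at about 19% in these data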;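 also: 0% = DMSO wells and 100% = 5-CT at EC100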
Target sequence (P08908 whole entry, looked up): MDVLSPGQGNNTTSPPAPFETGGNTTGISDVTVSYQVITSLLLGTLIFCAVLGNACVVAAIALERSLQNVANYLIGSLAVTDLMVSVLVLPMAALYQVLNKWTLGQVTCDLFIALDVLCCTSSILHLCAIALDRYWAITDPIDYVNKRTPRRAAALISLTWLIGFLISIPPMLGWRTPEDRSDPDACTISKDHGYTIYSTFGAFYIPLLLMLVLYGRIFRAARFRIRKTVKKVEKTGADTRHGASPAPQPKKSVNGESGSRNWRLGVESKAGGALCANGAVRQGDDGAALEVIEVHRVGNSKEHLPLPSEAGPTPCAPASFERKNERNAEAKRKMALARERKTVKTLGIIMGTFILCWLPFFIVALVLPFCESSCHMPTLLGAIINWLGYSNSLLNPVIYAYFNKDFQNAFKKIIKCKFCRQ
Cathepsin G inh: blocks human cathepsin G enzyme activity; actives 0.2% (n = 62,000); inhibition, % at 5 µM (by protocol); purified enzyme, AMC-tetrapeptide fluorescence, pooled mixtures; AID 581;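 active = inhibition above 20% in each of the two mixture wells holding the compound; inactive = inhibition of 20% or less in either well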;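 also: 0% = enzyme control without mixture and 100% = blank lacking enzyme; strong numbers were not always called active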
Target sequence (P08311 21-244 limits assumed): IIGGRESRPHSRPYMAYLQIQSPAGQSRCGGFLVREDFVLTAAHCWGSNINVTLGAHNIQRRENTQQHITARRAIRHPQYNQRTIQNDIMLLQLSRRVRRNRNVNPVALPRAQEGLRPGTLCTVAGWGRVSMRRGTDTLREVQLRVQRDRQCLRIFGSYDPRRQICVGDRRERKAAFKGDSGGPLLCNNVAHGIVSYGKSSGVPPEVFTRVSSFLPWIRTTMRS
DUSP1 inh: inhibitors of human MKP-1 phosphatase; inhibition, %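 (compounds tested at a single concentration somewhere between 10 and 100 µM)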; P28562; actives 0.15% (n = 65,000); recombinant MKP-1, OMFP hydrolysis fluorescence;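 active = inhibition above about 50%, limit read from the data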;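 also: 0% = DMSO max control wells and 100% = wells with enzyme stopped by NaOH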
Target sequence (P28562 whole entry, looked up): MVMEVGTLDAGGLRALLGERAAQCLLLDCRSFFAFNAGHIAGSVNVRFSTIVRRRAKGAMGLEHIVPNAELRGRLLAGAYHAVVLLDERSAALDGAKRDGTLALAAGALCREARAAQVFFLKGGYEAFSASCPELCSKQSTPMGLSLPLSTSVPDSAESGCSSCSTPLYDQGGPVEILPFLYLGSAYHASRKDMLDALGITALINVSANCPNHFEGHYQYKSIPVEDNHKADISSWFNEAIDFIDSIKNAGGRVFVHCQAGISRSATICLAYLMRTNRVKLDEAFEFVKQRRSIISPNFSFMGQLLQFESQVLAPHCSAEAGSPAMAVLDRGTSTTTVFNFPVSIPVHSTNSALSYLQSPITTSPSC
Cdc25B inh: inhibitors of human Cdc25B phosphatase; AID 368; actives 0.1% (n = 65,000); inhibition, %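 (compounds tested at 10 µM final in the well)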; recombinant Cdc25B, OMFP fluorescence Ex485/Em525; in the data active = inhibition above about 50%
C1s inh: human complement C1s inhibition; actives 0.16% (n = 62,000); AID 538; mean inhibition % of two 10-compound mixtures (stronger effect = higher value), % at 5 µM (by protocol); purified C1s, fluorogenic AMC substrate, pooled mixtures; P09871;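 active = inhibition above 20% in each of the two 10-compound mixture wells holding the compound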;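 also: 0% = enzyme wells lacking compound mixture and 100% = no-enzyme blank wells; some compounds called inactive have numbers as strong as hits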
* = called active by the depositor; · = no result given. Rule as the data show it, unless noted: active = inhibition above about 20% (passing the limit was not always enough); inactive = the rest. The list is partial, so the mix of outcomes need not match the whole.

SMILES	CatL inh	FXIa mix inh	Hsp90 inh	FXIIa mix inh	5HT1a ag	Cathepsin G inh	DUSP1 inh	Cdc25B inh	C1s inh
COC(=O)c1cc(C(O)(C(=O)OC)C(F)(F)F)c(/N=C/N(C)C)s1 (stereo unspecified)	20	8	-2	11	7.0	12	16	-3	20
Cc1cc(Cl)ccc1OCC(=O)N1CCN(C)CC1	·	3	-1	2	0.6	-1	3	-1	2
COC(=O)C(O)(c1c(C)[nH]n(-c2ccccc2)c1=O)C(F)(F)F (stereo unspecified)	8	8	0	5	-2.0	10	2	-3	13
CCCc1nc2ccccc2c(=O)n1-c1cccc(OC)c1	7	3	0	-9	0.3	1	6	8	-23
COc1ccc2c(c1)CC1(CN2C)C(=O)NC(=O)N(c2ccc(C)cc2)C1=O (stereo unspecified)	17	-6	-5	7	1.4	5	36	10	-12
O=C(C(Cc1ccccc1)NS(=O)(=O)c1ccc(F)cc1)N1CCC2(CC1)OCCO2 (stereo unspecified)	9	-3	-2	-16	-0.3	10	-8	-11	-26
CCC(=NCC1CCCO1)c1c(O)[nH]c(=O)[nH]c1=O (stereo unspecified)	3	2	0	-2	-1.9	-6	-11	-14	-2
N[C@@H](Cc1c[nH]c2ccccc12)c1nnc(SCc2ccc(Cl)cc2)o1	-3	-3	-6	-20	-1.4	-1	10	9	-23
CCCCn1c(O)c(C(C)=Nc2ccc(OCC)cc2)c(=O)[nH]c1=O	3	5	2	1	-0.6	-3	9	3	4
CC(C)(C)OC(=O)c1c(N)n(Cc2ccco2)c2nc3ccccc3nc12	-312	-6	-4	-8	3.9	4	0	11	-49
CN(C=O)CP(=O)(O)CN(C)C=O	3	5	0	-11	0.1	10	-14	-23	11
O=C(c1ccccc1)c1cn(CC(=O)N2CCOCC2)c2ccccc12	·	·	-4	·	-1.1	·	7	0	·
C=CCn1c(O)c(C=Nc2ccc(N(CC)CC)cc2)c(=O)[nH]c1=O	10	17	-3	-16	-0.8	42	-9	3	-41
CCCCn1c(O)c(C(CC)=NCc2ccc3c(c2)OCO3)c(=O)[nH]c1=O	-16	6	1	-7	0.4	8	-6	-23	10
CCC(=NCCCO)c1c(O)n(-c2ccc(OC)cc2)c(=O)[nH]c1=O	-4	5	-3	-21	-5.3	9	20	1	18
CCOc1cc(C(=O)N2CCC3(CC2)OCCO3)cc(OCC)c1OCC	12	3	3	5	3.2	10	17	-9	4
Cc1ccc(C2(O)CCN3CCCCC32)cc1 (stereo unspecified)	-4	4	1	3	-1.5	-2	5	5	0
Cc1cc(Cl)ccc1OC(C)C(=O)O (stereo unspecified)	12	2	1	5	-3.0	10	13	10	15
CN1C(=O)N(C)C(=O)C2(Sc3ccccc3C2=O)C1=O	10	6	-1	-14	-1.6	-2	22	-12	-9
Clc1ccc2c(N3CCNCC3)ccnc2c1	2	7	-2	6	-1.5	15	2	-8	17
CCn1c(=O)cc(OCC(=O)N2CCC3(CC2)OCCO3)c2ccccc21	-2	6	-1	-12	-3.6	11	27	-8	18
CC(Cc1ccccc1)[n+]1cc(/N=C(\[O-])N(C)C)on1 (stereo unspecified)	4	0	0	1	0.1	-1	20	-4	-12
CCCCCCn1c(=O)c(C(=O)Nc2c(C)n(C)n(-c3ccccc3)c2=O)c(O)c2ccccc21	4	-3	1	-16	84*	6	-36	3	3
Cc1nc2ccccc2c(=O)n1-n1cnnc1	-4	6	-1	4	-2.7	9	-15	-6	5
CC(=O)NC1CC2CCCC(C1)N2 (stereo unspecified)	9	9	-1	-18	1.3	3	-15	3	2

For convenience, part of the list above:
SMILES	CatL inh	FXIa mix inh	Hsp90 inh	FXIIa mix inh	5HT1a ag	Cathepsin G inh	DUSP1 inh	Cdc25B inh	C1s inh
COC(=O)c1cc(C(O)(C(=O)OC)C(F)(F)F)c(/N=C/N(C)C)s1 (stereo unspecified)	20	8	-2	11	7.0	12	16	-3	20
Cc1cc(Cl)ccc1OCC(=O)N1CCN(C)CC1	·	3	-1	2	0.6	-1	3	-1	2
COC(=O)C(O)(c1c(C)[nH]n(-c2ccccc2)c1=O)C(F)(F)F (stereo unspecified)	8	8	0	5	-2.0	10	2	-3	13

(listing goes on)
SMILES	CatL inh	FXIa mix inh	Hsp90 inh	FXIIa mix inh	5HT1a ag	Cathepsin G inh	DUSP1 inh	Cdc25B inh	C1s inh
CCN(CC)C(=O)c1ccc(NC(=O)c2cc(-n3cnnc3)ccc2Cl)cc1	12	6	-2	-19	-1.6	3	14	-4	-1
COc1cc2nc(CN3CC=C(c4ccccc4)CC3)[nH]c(=O)c2cc1OC	10	2	-5	7	1.1	12	5	2	-1
O=C(c1ccc2nc(-c3ccco3)c(-c3ccco3)nc2c1)N1CCC2(CC1)OCCO2	14	-1	-3	11	-3.3	8	5	27	10
CCc1nc2ccccc2c(=O)n1-c1cccc(OC)c1	4	0	-5	-17	-1.0	-2	3	-17	-7
C[C@]12CCC(=O)C=C1CCC1C2CC[C@@]2(C)C1CC[C@@]2(O)CC#N (stereo partly specified)	4	12	3	-12	-4.8	2	11	5	4
CN1C2CCC1CC(OC(=O)c1ccc(Cl)cc1)C2 (stereo unspecified)	0	2	-2	5	-1.4	11	-5	-12	10
CCCNS(=O)(=O)c1ccc(OCC(=O)N2CCN(Cc3ccccc3)CC2)cc1	-1	-4	-5	4	-0.5	11	3	-4	-36
Cc1cc(C)n2c(Br)c(CN3CC4CC(C3)c3cccc(=O)n3C4)nc2n1 (stereo unspecified)	5	0	-3	6	-4.5	-11	11	-2	-11
CC(=NCCN1CCOCC1)c1c(O)n(-c2ccccc2C)c(=O)[nH]c1=O	-3	6	-4	3	-3.8	8	13	1	5
CC1CCC(NCCc2ccc3c(c2)OCO3)CC1 (stereo unspecified)	11	1	-1	5	-0.6	-13	-9	2	-37
COc1ccc(C2C(C(=O)N3CCC4(CC3)OCCO4)CC(=O)N2c2ccc(OC)cc2)cc1 (stereo unspecified)	3	8	·	0	2.8	9	8	-9	-8
O=C(O)CP(=O)(O)c1ccc(Cl)cc1	·	8	·	-6	·	-3	4	-7	-13
CCN(CC)Cc1c[nH]c2ccccc12	11	-10	-7	7	0.1	-9	6	-18	-73
C=CCOC(=O)C1=C(C)OC(N)=C(C#N)C12C(=O)N(CN1CCOCC1)c1ccccc12 (stereo unspecified)	1	·	-3	·	1.2	·	-10	-1	·
COc1cc(OC)c(OC)cc1CNCCc1ccc(OC)c(OC)c1	-10	0	0	4	-4.7	9	-3	2	7
Cc1ccc(S(=O)(=O)N(C)CCCC(=O)N2CCN(c3ccccn3)CC2)cc1	10	13	-2	0	2.4	13	-7	2	13
COCCCn1c(N)c(C(=O)OC(C)COC)c2nc3ccccc3nc21 (stereo unspecified)	-77	-9	-6	2	2.6	-5	22	1	-107
CCCCn1c(=O)c(C(=O)Nc2cnccn2)c(O)c2ccccc21	6	38	0	3	-2.9	11	-1	5	23
N[C@@H](Cc1c[nH]c2ccccc12)c1nnc(SCc2ccccc2)o1	-1	5	-6	3	-1.1	1	-3	0	2
CC(C)CC12CN3CCN(CC(C3)C1O)C2 (stereo unspecified)	-1	8	-2	7	-8.2	7	10	-13	12
OC1(c2ccc(F)cc2)CC2CCC(C1)N2Cc1nnnn1C1CCCC1 (stereo unspecified)	·	2	-3	0	-0.9	-3	15	-5	0
O=C1CCCC2=C1C(c1cccnc1)Nc1ccccc1N2 (stereo unspecified)	20	3	0	7	1.0	8	2	4	12
CCOC(=O)c1c(C)n(Cc2ccco2)c2ccc(OC)cc12	-1	14	-2	39	0.3	3	9	-6	-34
CN(C)CCc1nc2ccccc2c(=O)n1-c1ccccc1	3	2	0	4	1.7	15	-2	-23	2
CN1CCN(c2nc3ccccc3c(=O)n2-c2ccccc2)CC1	-6	-23	2	-22	1.1	-13	-8	-16	-143
More results.
SMILES	CatL inh	FXIa mix inh	Hsp90 inh	FXIIa mix inh	5HT1a ag	Cathepsin G inh	DUSP1 inh	Cdc25B inh	C1s inh
Cc1nn(-c2ccccc2)c2c1CC1(C(=O)N(C)C(=O)N(C)C1=O)C1CCCCN21 (stereo unspecified)	-2	0	-8	8	0.9	-5	16	-5	-1
CC1=CC(C)C(COC(N)=O)(COC(N)=O)C(C)C1 (stereo unspecified)	9	0	-5	4	1.8	4	-6	4	0
CCCC12CN3CC(CCC)(CN(C1)C3c1ccccn1)C2=O (stereo unspecified)	·	5	·	5	-1.4	9	·	·	7
COc1cc2c3c(c1OC)-c1cc(O)ccc1CC3NCC2 (stereo unspecified)	-5	6	-3	2	0.6	3	-31	-9	13
Cc1cccc(-n2c(C)nc3cc(C(=O)N4CCC5(CC4)OCCO5)ccc32)c1	-1	3	-4	5	27*	-2	24	-6	3
CC1(C)C2CC=C(CN3CCC(O)CC3)C1C2 (stereo unspecified)	10	2	2	8	-0.6	29	-1	-10	10
COc1ccc(Cn2c(O)c(C=NCCN3CCOCC3)c(=O)[nH]c2=O)cc1	0	·	-4	·	1.4	·	-32	-30	·
CCn1c(O)c(C=NCc2cccs2)c(=O)[nH]c1=O	4	10	0	-18	-1.9	2	6	-5	-26
Cc1ccc(O)c(CN2CCN(c3ccccc3)CC2)c1	0	3	-1	12	-2.4	13	-17	0	18
NC(=O)OCCSc1nnc(-c2cccc(C(N)=S)c2)o1	4	3	3	2	-4.3	9	-9	-10	12
CN(C)c1nc(-c2ccccc2)[n+](C)s1	9	-3	-5	-3	-5.6	0	-10	-6	-1
CCN(CC)S(=O)(=O)c1ccc(N=Cc2c(O)n(-c3ccccc3)c(=O)[nH]c2=O)cc1	·	2	-2	0	-2.5	12	1	-7	12
CCCCCn1c(=O)c(C(=O)Nc2ccncc2)c(O)c2ccccc21	11	7	0	8	0.3	9	1	-18	15
COc1ccc(CC2C(=O)NC(=O)NC2=O)c(OC)c1	4	2	0	9	-4.8	-8	10	1	-7
O=C(c1ccc2c(c1)ncn2C1CCCCCC1)N1CCC2(CC1)OCCO2	·	·	-4	·	0.6	·	26	-45	·
Cn1c(O)c(C=NC2CC3CCC2(C)C3(C)C)c(=O)[nH]c1=O (stereo unspecified)	-7	2	2	-1	-3.8	0	-10	-1	-2
CCCCn1c(O)c(C=NC2CCCCC2N)c(=O)[nH]c1=O (stereo unspecified)	1	10	-3	10	-5.5	4	-6	3	3
Cc1ccc2c(c1)C1CN(C)CCC1N2C(=O)c1ccco1 (stereo unspecified)	4	4	·	-8	-2.5	9	6	-6	12
COc1ccc2c(c1)c(C(=O)CN1CCN(C)CC1)c(C)n2Cc1ccccc1	3	3	-2	9	-4.1	-4	-8	-16	4
O=C1C2CCN(CC2)C1Cc1ccc(OCCOc2ccccc2)cc1 (stereo unspecified)	6	6	-3	13	-0.4	-3	-10	5	1

Some entries already given, showing only Cathepsin G inh, FXIIa mix inh and Hsp90 inh.
SMILES | Cathepsin G inh | FXIIa mix inh | Hsp90 inh
OC1(c2ccc(F)cc2)CC2CCC(C1)N2Cc1nnnn1C1CCCC1 (stereo unspecified) | -3 | 0 | -3
O=C1CCCC2=C1C(c1cccnc1)Nc1ccccc1N2 (stereo unspecified) | 8 | 7 | 0

Record cards, as listed above. Order of values: CatL inh | FXIa mix inh | Hsp90 inh | FXIIa mix inh | 5HT1a ag | Cathepsin G inh | DUSP1 inh | Cdc25B inh | C1s inh
`Cc1ccc2c(c1)C1CN(C)CCC1N2C(=O)c1ccco1` (stereo unspecified) is entered as 4 | 4 | · | -8 | -2.5 | 9 | 6 | -6 | 12
`CN(C)c1nc(-c2ccccc2)[n+](C)s1` is entered as 9 | -3 | -5 | -3 | -5.6 | 0 | -10 | -6 | -1
`Cc1ccc(O)c(CN2CCN(c3ccccc3)CC2)c1` is entered as 0 | 3 | -1 | 12 | -2.4 | 13 | -17 | 0 | 18
